T cell HTS = T cell immune modulation candidate; 2C CD8+ T cell-vesicle binding, flow cytometry; hits give low values; actives 0.068% (n = 330,000); calls only at 7 µM;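 active means response, share of CD8 T cells binding vesicles, and their 90th percentile fluorescence all below set limits, cut at about 80% in these data, passing the limit was not always enough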
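Benchmarks: naked versus QL9-loaded vesicles / Assay system: purified 2C TCR transgenic mouse naive CD8+ T cells / Technique: high-throughput flow cytometry with anti-B7-1 and anti-CD8 staining / Timing: Cell–vesicle co-incubation 1.5 h at 37 °C, staining 20 min on ice / Read-out: percent CD8+ FL2 mean versus row control / Probe or stimulus: QL9-loaded Drosophila micro-vesicles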
GPR55 activation = selective activators of receptor GPR55 – imaging, U2OS cells, beta-arrestin-GFP redistribution, primary screen (AID 1961) | actives 0.048% (n = 290,000) | activation, % at 10 µM; hits with a dose series show EC50 in µM | U2OS GPR55 beta-arrestin-GFP redistribution imaging; higher % means a stronger effect;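 active means activation above 40% with more than 50 cells counted in the well; inconclusive means wells holding fewer than 50 cells, flagged as toxic or sparse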;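 further: U2OS osteosarcoma cells stably expressing GPR55 and beta-arrestin-GFP; plate controls were DMSO negative control for no effect and LPI positive control for full effect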
GPR35 antagonists = GPR35 antagonists blocking zaprinast-driven arrestin recruitment, primary screen, imaging, U2OS, beta-arrestin-GFP, zaprinast agonist (AID 2058). actives 0.052% (n = 290,000). inhibition, % at 10 µM, or IC50 in µM where a hit was titrated. U2OS GPR35 beta-arrestin-GFP translocation imaging, zaprinast antagonism; higher % means a stronger effect;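 active means inhibition of at least 50% with at least 30 cells and total cytoplasm GFP at most 10,000,000; inconclusive means under 30 cells or total GFP of 10,000,000 plus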
GPR55 antagonists = inhibition of LPI-stimulated GPR55 beta-arrestin translocation – imaging, U2OS, beta-arrestin-GFP, LPI agonist, primary screen (AID 2013); U2OS GPR55 beta-arrestin-GFP translocation imaging, LPI antagonism; higher % means a stronger effect; inhibition, % at 10 µM, or IC50 in µM where a hit was titrated; actives 0.13% (n = 290,000);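 active means spots per cell inhibited over 60%, with over 100 cells counted and total cytoplasm intensity under 500,000; inconclusive means wells with under 100 cells, flagged as likely toxic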;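 further: U2OS cells stably carrying GPR55 and arrestin-GFP stimulated by 5 µM LPI near EC80; imaged beta-arrestin-GFP aggregate spots per cell after agonist stimulation; plate controls were LPI-stimulated DMSO wells for no effect and DMSO wells without LPI for full effect; some results filed as inactive read as strong as hits; confirmed hits need IC50 under 10 µM and bright autofluorescent wells are also inconclusive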
MgcRacGAP inhibition = MgcRacGAP GTPase-activating activity inhibitors, confirmation, biochemical, ADP Hunter fluorescence; actives 0.6% (n = 340,000); inhibition, % at 30 µM; hits with a dose series show IC50 in µM; MgcRacGAP-stimulated Rac1 GTP hydrolysis, ADP Hunter fluorescence; higher % means a stronger effect; GST-tagged Rac1 F28L mutant substrate; AID 624330;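 active means first-screen hits whose inhibition reached a set limit at any dose in the follow-up dose series; inconclusive means inhibition above the set first-screen limit but never retested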;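 further: fluorescence reports GDP produced by GAP-driven GTP hydrolysis; strong numbers were not always called active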
LYP phosphatase = inhibitors of LYP phosphatase, biochemical, fluorescence intensity, uHTS (AID 1779); recombinant LYP phosphatase, fluorescence intensity; higher % means a stronger effect; one-dose inhibition, % at 11.5 µM; IC50 in µM for titrated hits; actives 0.054% (n = 290,000); in the data active means inhibition above about 50%;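 further: plate controls were vehicle with enzyme for no effect and no enzyme for full effect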
SV40 large T antigen = SV40 large T antigen inhibitors, biochemical (AID 1903); inhibition, % at 20 µM; hits with a dose series show IC50 in µM; actives 0.39% (n = 310,000); SV40 large T antigen ATPase/helicase inhibition assay; higher % means a stronger effect; in the data active means a potency from the dose series; inconclusive means inhibition mostly from about 32% at the one dose, without a potency; inactive means the rest, 99 in 100 with inhibition below about 32%; further: strong numbers were not always called active
Lipid droplet = modulators of hepatic lipid droplet formation. AML12 mouse hepatocytes, oleate lipid droplets, BODIPY imaging. actives 0.4% (n = 240,000). inhibition, % at 6.5 µM;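 active means lipid droplet intensity inhibited by at least 50%, with more than 500 cells counted; inconclusive means wells with under 300 cells, treated as cytotoxic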
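Technique: fluorescence imaging, 20x objective, two fields per well / Assay system: AML12 hepatocytes (mouse) / Measure: % inhibition of lipid droplet signal / Doses: 6.5 µM single-point dosing / Incubation: overnight exposure / Reagent: 100 µM oleic acid challenge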
NTR1 ag = agonists of NTR1, primary screen, imaging, U2OS cells, beta-arrestin-GFP, high content (AID 493036). P30989. NTR1-U2OS beta-arrestin-GFP spot imaging, agonist mode. activation, % at 20 µM. actives 0.17% (n = 330,000);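 active means activation at or above 40% of the spot to cytoplasm intensity ratio, with at least 20 cells analyzed; inconclusive means wells under 20 cells, flagged as cytotoxic or low count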;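 further: 0% = DMSO without peptide and 100% = 100 nM NTR1 peptide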
Target sequence (P30989 whole entry, looked up): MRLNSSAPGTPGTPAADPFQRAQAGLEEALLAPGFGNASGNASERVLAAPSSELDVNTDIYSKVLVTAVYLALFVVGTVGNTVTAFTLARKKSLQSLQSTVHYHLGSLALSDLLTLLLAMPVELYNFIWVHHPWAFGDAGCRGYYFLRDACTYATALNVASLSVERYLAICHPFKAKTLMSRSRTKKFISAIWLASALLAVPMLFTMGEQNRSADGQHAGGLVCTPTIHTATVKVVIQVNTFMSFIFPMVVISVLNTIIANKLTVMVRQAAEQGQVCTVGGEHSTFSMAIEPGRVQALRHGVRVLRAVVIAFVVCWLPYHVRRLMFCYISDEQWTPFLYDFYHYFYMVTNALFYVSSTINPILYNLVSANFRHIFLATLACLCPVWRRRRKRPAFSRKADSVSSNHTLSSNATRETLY
Lipid droplet cells 6.5 µM = also measured in Lipid droplet; calls as there; cell count; measured here: cell count, cytotoxicity flag;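 cells counted across two imaged fields per well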
T cell HTS vesicle-bound % = recorded beside T cell HTS, whose call it bears; double positive events, %; measured here: CD8+ vesicle-bound cell fraction;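 binding gate set so that unloaded-vesicle control wells show 10% double positive cells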
NTR1 ag cell count 20 µM = further read-out of NTR1 ag, marked with its call; cell count; measured here: cell count, cytotoxicity flag
* marks the source's active call; other numbers are inactive results; i = inactive; ? = inconclusive; nt = not tested or not shown.

SMILES	T cell HTS	T cell HTS vesicle-bound %	GPR55 activation	GPR35 antagonists	GPR55 antagonists	MgcRacGAP inhibition	LYP phosphatase	SV40 large T antigen	Lipid droplet	Lipid droplet cells 6.5 µM	NTR1 ag	NTR1 ag cell count 20 µM
COc1cccc(NC(=O)Nc2nnc(N3CCCCC3C)s2)c1 (stereo not given)	i	36.5	-0.2%	-7.8%	-3.1%	6.1%	-4.6%	6.5%	25.7	787	-1.3	92
Cc1cc(-c2ccc(C(C)C)c(S(=O)(=O)N3CC(=O)Nc4ccccc43)c2)on1	i	51.5	-0.2%	1.3%	-11.5%	-1.0%	-4.2%	7.5%	0.7	789	7.7	50
CCOC(=O)N1CCN(C(=O)Cc2cccs2)CC1	i	20.0	-0.1%	-2.4%	4.9%	9.5%	-3.5%	4.0%	18.3	781	-0.4	26
CC(Oc1ccc(Cl)cc1)c1ccc(C#N)c(=O)[nH]1 (stereo not given)	i	20.5	1.0%	-14.6%	-6.2%	-5.2%	0.3%	2.2%	5.7	737	-3.7	80
CC(C)C(=O)Nc1cccc(-c2cn3ccccc3n2)c1	i	41.9	-0.3%	11.4%	8.3%	0.5%	-5.3%	0.6%	18.4	585	7.2	58
Cc1sc(NC(=O)C2C3CCC(O3)C2C(=O)O)nc1-c1ccc(CC(C)C)cc1 (stereo not given)	i	31.8	0.1%	2.5%	7.4%	16.9%	4.0%	4.2%	2.1	659	2.6	39
CN(C)c1ccc(N=Nc2nc3ccccc3n2C)cc1	i	14.9	-0.1%	-8.4%	-4.5%	16.3%	-0.2%	15.6%	4.6	644	3.6	66
O=c1[nH]c(SCc2cccc(Cl)c2)nc2c1CCCC2	i	27.0	0.3%	-0.3%	25.2%	13.9%	-2.2%	3.3%	nt	nt	11.6	60
Cc1nc2cnccc2n1C	i	54.9	-0.7%	10.9%	18.6%	-2.4%	0.8%	4.4%	5.2	662	0.9	42
Cc1ccc(C)c(S(=O)(=O)N2CCN(C(C(=O)Nc3ccc(F)cc3)c3ccccc3)CC2)c1 (stereo not given)	i	23.5	-0.4%	2.1%	4.0%	3.5%	-0.7%	2.7%	16.9	722	1.6	62

Quoted from the listing (3 entries):
SMILES	T cell HTS	T cell HTS vesicle-bound %	GPR55 activation	GPR35 antagonists	GPR55 antagonists	MgcRacGAP inhibition	LYP phosphatase	SV40 large T antigen	Lipid droplet	Lipid droplet cells 6.5 µM	NTR1 ag	NTR1 ag cell count 20 µM
O=c1[nH]c(SCc2cccc(Cl)c2)nc2c1CCCC2	i	27.0	0.3%	-0.3%	25.2%	13.9%	-2.2%	3.3%	nt	nt	11.6	60
Cc1nc2cnccc2n1C	i	54.9	-0.7%	10.9%	18.6%	-2.4%	0.8%	4.4%	5.2	662	0.9	42
Cc1ccc(C)c(S(=O)(=O)N2CCN(C(C(=O)Nc3ccc(F)cc3)c3ccccc3)CC2)c1 (stereo not given)	i	23.5	-0.4%	2.1%	4.0%	3.5%	-0.7%	2.7%	16.9	722	1.6	62

(listing goes on)
SMILES	T cell HTS	T cell HTS vesicle-bound %	GPR55 activation	GPR35 antagonists	GPR55 antagonists	MgcRacGAP inhibition	LYP phosphatase	SV40 large T antigen	Lipid droplet	Lipid droplet cells 6.5 µM	NTR1 ag	NTR1 ag cell count 20 µM
O=C(c1ccc2[nH]c(=O)c(=O)[nH]c2c1)N1CCN(Cc2ccccc2)CC1	i	21.4	0.4%	4.2%	7.1%	13.0%	-12.8%	12.3%	7.4	789	-0.9	59
Cc1cccc(CN2CCCC(C(=O)N3CCc4ccccc4C3)C2)c1 (stereo not given)	i	45.6	0.3%	12.8%	13.6%	?	-2.8%	6.9%	-6.4	749	3.7	93
Cc1cc(C)c(C#N)c(=N)o1	i	13.9	-0.2%	1.9%	1.8%	9.6%	-4.7%	1.6%	nt	nt	1.3	60
Cc1cccc(C)c1NC(=O)CSC(=S)N1CCCC1	i	35.7	0.7%	9.9%	-2.9%	0.4%	-4.6%	10.2%	-6.8	660	-1.2	33
CCOC(=O)N1CCC(N2CCN(S(=O)(=O)c3ccc(C)cc3)CC2)CC1	i	25.2	-0.2%	-2.9%	-3.5%	22.2%	-9.3%	15.3%	1.5	823	0.6	64
CCOc1ccc(CCNC(=O)CSc2n[nH]c(N)n2)cc1OCC	i	30.1	-0.1%	-6.7%	20.8%	13.5%	-6.4%	19.2%	1.2	834	0.2	68
COc1ccc(Cl)cc1NC(=O)C1Cc2cc(S(=O)(=O)N3CCCC3)ccc2N1C(C)=O (stereo not given)	i	62.5	0.0%	-9.8%	12.8%	2.4%	-6.2%	5.0%	-0.7	666	-1.1	59
COC(=O)CCSCC(=O)Nc1ccc(C)c(S(=O)(=O)N2CCCCC2)c1	i	0.8	0.3%	2.4%	-15.9%	-12.1%	-3.5%	28.1%	0.4	792	-1.5	76
COc1ccc(-c2cnnc(N/N=C/c3ccc(C)o3)n2)cc1	i	27.3	-0.1%	8.4%	12.9%	4.0%	-2.3%	14.0%	-11.3	676	0.0	102
CN(Cc1ccccc1)C(=O)c1ccc(NC2=NC3CS(=O)(=O)CC3S2)cc1 (stereo not given)	i	35.2	-0.1%	-10.0%	7.6%	9.2%	-12.0%	15.1%	-1.2	770	-1.0	60
CCOC(=O)c1ccc(NC(=S)Nc2ccc(Br)cc2N)cc1	i	27.1	nt	nt	nt	7.8%	nt	17.9%	nt	nt	-0.9	88
Cc1ccc(C(=O)N2CCN(c3ccccc3)CC2)cc1C	i	26.7	0.0%	10.2%	-9.8%	7.9%	-7.0%	25.0%	-7.1	832	-0.4	55
Cc1ccc2c(c1C)OC(=O)CC2c1ccccc1 (stereo not given)	i	23.2	0.4%	2.1%	17.2%	5.4%	-8.2%	10.9%	6.0	831	-0.2	57
CC(C)N1CCN(Cc2cccn2-c2cccnc2)CC1CCO (stereo not given)	i	61.1	0.1%	-9.6%	0.4%	10.7%	-3.4%	4.5%	-1.3	646	-0.4	81
Cc1cnc(NC(=O)CSc2nnc(-c3cccs3)n2C)s1	i	44.7	-1.0%	5.2%	10.5%	9.9%	0.7%	2.2%	nt	nt	-0.6	70
Cn1c(NC(=O)CC2CCCCC2)cc(=O)n(C)c1=O	i	48.9	-0.1%	11.6%	-1.0%	2.7%	-2.4%	nt	14.2	778	-1.5	45
CC1(C)Cn2c(nc(=O)c3c2NCN(CCc2ccccc2)C3)S1	i	30.7	0.4%	10.6%	2.8%	-0.8%	-5.2%	-6.4%	18.7	697	0.1	59
CCNc1c([N+](=O)[O-])c(=O)n(CC)c2ccccc12	i	13.7	-0.1%	8.4%	-8.3%	nt	-3.4%	3.2%	17.1	807	-1.5	30
N#CC(c1ccccc1)c1cccc(Cl)n1 (stereo not given)	i	53.0	0.2%	16.0%	6.4%	nt	-0.4%	-1.2%	-5.5	520	0.2	27
Cc1ccc(-c2cc(C(=O)NCCCn3ccnc3)c3cc(Br)ccc3n2)o1	i	48.9	0.6%	1.1%	-1.5%	-0.6%	-0.7%	3.5%	-0.1	689	0.0	60
Brc1ccccc1CN1CCC(N2CCCCC2)CC1	i	36.9	0.3%	4.0%	5.9%	11.2%	-8.2%	-0.2%	nt	nt	0.5	61
CCN(CC)CCn1c2c(c(SCC(=O)Nc3ccc(F)c(F)c3)nc1=O)CCC2	i	25.8	nt	nt	nt	-0.8%	nt	8.6%	nt	nt	0.2	42
CCOc1ccccc1C1C(C#N)=C(N)Oc2cc(C)n(Cc3ccccn3)c(=O)c21 (stereo not given)	i	57.7	-0.1%	-16.6%	-8.9%	1.4%	-2.4%	7.5%	nt	nt	-2.1	63
COC(=O)c1ccc(N2C(=O)CC(Sc3n[nH]c(C)n3)C2=O)cc1 (stereo not given)	i	60.3	-0.2%	4.7%	-1.7%	-6.5%	-8.2%	21.9%	nt	nt	2.7	64
NC(=O)CC1C(=O)N(c2ccc(Cl)cc2)C(=S)N1NC(=O)c1cccc(F)c1 (stereo not given)	i	56.3	0.0%	2.9%	-0.3%	6.1%	1.2%	-6.9%	-24.2	799	-0.5	40
CCc1ccc(C)c(OC(=O)c2cncc(Br)c2)c1	i	58.8	0.5%	6.5%	-7.3%	6.8%	-9.0%	5.7%	1.4	789	-0.7	59
Cc1ccc(Cn2cc(CCC(=O)O)c3ccccc32)cc1	i	35.6	0.0%	-1.2%	1.6%	1.8%	-6.9%	5.1%	nt	nt	0.1	76
CCOc1c2ccc(C(=O)N[C@H](C)C3CCCCC3)cc2nn1CC	i	36.3	0.0%	27.4%	9.7%	3.1%	-11.9%	4.0%	nt	nt	-1.8	84
CCOC(=O)C1C(c2cc(OC)c(OC)c(OC)c2)NC(=S)NC1(O)C(F)(F)F (stereo not given)	nt	nt	0.4%	7.7%	7.0%	7.6%	-5.3%	17.1%	nt	nt	-0.6	51
Cc1cc(C)cc(N(CCC(=O)Nc2nnc(C3CC3)s2)S(=O)(=O)c2ccc(Cl)cc2)c1	i	37.8	-0.2%	10.1%	0.5%	1.3%	3.4%	17.6%	-15.7	716	5.0	40
Cc1cc([N+](=O)[O-])ccc1NC(=S)NC1CCCC1	i	54.6	0.0%	-0.8%	5.4%	2.0%	-8.4%	2.4%	0.2	693	0.8	69
CCc1c(C)nc2ncnn2c1N1CCCC(C(=O)NCc2ccco2)C1 (stereo not given)	nt	nt	-0.2%	-4.0%	-9.1%	0.9%	-4.9%	7.0%	5.8	748	2.7	68
CCn1cc(C(=O)NCC(OC)OC)c(=O)c2cc(S(=O)(=O)N(C)C3CCCCC3)ccc21	i	38.9	0.3%	3.8%	15.1%	6.0%	4.9%	7.7%	24.2	757	0.8	63
CS(=O)(=O)N(CC(=O)NCc1cccnc1)C1CCCCC1	i	11.2	0.0%	16.4%	8.0%	16.3%	-6.0%	17.3%	-10.2	742	2.0	61

Screening results: PubChem BioAssay, several laboratories
